Jurkat NFkB inh: lowers PMA/ionomycin-induced NF-kB signal in Jurkat cells | PMA/ionomycin-induced NF-kB luciferase reporter, luminescence | inhibition, % at 4 µM | 330,000 tested, 0.53% active; in the data active means inhibition above about 50%
Gli-Sufu antag: antagonists of Gli-Sufu signaling | Sufu-KO-LIGHT fibroblasts, Gli luciferase reporter luminescence | inhibition, % at 5 µM | 340,000 tested, 0.74% active | AID 588413;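 active means inhibition above about 55%, limit read from the data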;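 further: 0% = DMSO-treated cells and 100% = wells with medium but no cells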
697 NFkB inh: inhibitors of the PMA/ionomycin-induced NF-kB reporter in 697 B cells. inhibition, % at 4 µM. 330,000 tested, 0.33% active. 697 B-cell NF-kB luciferase reporter, 16 h; in the data active means inhibition above about 35%
CCR6 antagonist: CCR6 (human) receptor antagonism. P51684. CHO-K1 CCR6 PathHunter beta-arrestin, luminescence, CCL20-stimulated. inhibition, % at 20 µM. 340,000 tested, 0.49% active. AID 493098;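 active means compounds whose inhibition of the agonist-driven luminescence signal at 20 µM reaches about 50%, limit read from the data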;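 further: cells stimulated with CCL20 at 14 nM final; plate controls were DMSO with CCL20 for no effect and DMSO without agonist for full effect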
CXCR6 block: blocks human CXCR6 beta-arrestin recruitment; CHO-K1 PathHunter CXCR6 beta-arrestin, luminescence; inhibition, % at 20 µM; 360,000 tested, 0.36% active; AID 602244; in the data active means inhibition above about 34%, passing the limit was not always enough;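 further: antagonist mode with CXCL16 agonist at 10 nM final; 0% = 10 nM CXCL16 with DMSO and 100% = unstimulated wells without agonist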
Target sequence (O00574 whole entry, looked up): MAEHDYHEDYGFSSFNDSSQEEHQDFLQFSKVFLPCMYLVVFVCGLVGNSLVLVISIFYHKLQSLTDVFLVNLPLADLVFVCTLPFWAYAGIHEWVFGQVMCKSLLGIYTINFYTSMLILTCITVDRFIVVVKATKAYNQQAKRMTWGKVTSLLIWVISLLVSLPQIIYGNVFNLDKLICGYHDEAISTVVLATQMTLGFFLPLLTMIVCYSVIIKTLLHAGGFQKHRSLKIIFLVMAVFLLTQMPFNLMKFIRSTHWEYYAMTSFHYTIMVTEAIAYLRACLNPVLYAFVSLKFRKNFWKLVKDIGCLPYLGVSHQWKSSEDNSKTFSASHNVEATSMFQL
UBC13 inh: blocks human UBC13 polyubiquitin chain formation. TR-FRET. inhibition, % at 20 µM. 330,000 tested, 0.47% active. AID 485273; in the data active means inhibition above about 45%, passing the limit was not always enough
Target sequence (P61088 whole entry, looked up): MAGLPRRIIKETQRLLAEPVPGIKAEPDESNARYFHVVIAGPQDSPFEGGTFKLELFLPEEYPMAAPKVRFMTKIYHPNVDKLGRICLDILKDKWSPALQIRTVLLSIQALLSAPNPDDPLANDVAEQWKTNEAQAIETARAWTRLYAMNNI
APJ antag: antagonists of human APJ apelin receptor | P35414 | CHO-K1 APJ beta-arrestin complementation, luminescence | inhibition, % at 20 µM | 330,000 tested, 0.32% active | AID 2521;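 active means inhibition above about 40% at 20 µM, limit read from the data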;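 further: cells challenged with 10 nM apelin-13 agonist together with compound; plate controls were apelin-13 plus DMSO wells for no effect and DMSO wells lacking apelin-13 for full effect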
EBI2 block: EBI2 (human) antagonism | P32249 | EBI2 beta-arrestin recruitment, luminescence, 7a,25-OHC stimulated | inhibition, % at 5 µM | 360,000 tested, 0.81% active; in the data active means inhibition above about 38%;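 further: enzyme fragment complementation signal reports receptor beta-arrestin coupling in cells; 0% = agonist plus DMSO wells and 100% = wells without agonist; some results beyond the cut were filed as inactive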
Target sequence (P32249 whole entry, looked up, the tested form may be a part): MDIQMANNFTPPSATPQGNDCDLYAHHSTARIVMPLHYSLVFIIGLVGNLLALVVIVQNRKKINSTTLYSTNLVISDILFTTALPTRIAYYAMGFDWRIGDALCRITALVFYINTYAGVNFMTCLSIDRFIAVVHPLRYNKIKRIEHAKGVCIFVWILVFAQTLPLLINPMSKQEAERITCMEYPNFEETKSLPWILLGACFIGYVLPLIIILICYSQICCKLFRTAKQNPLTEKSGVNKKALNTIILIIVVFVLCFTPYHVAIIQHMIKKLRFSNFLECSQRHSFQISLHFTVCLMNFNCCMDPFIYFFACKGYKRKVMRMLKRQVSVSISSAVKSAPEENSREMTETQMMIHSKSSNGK
* hit, by the source's call; nt = no result given. Rows were taken by chance. Share with any hit: about 3%.

Screens by letter – A = Jurkat NFkB inh; B = Gli-Sufu antag; C = 697 NFkB inh; D = CCR6 antagonist; E = CXCR6 block; F = UBC13 inh; G = APJ antag; H = EBI2 block
Structure: CC(C(=O)N1CCOCC1)N1C(=O)c2cccc3cccc(c23)C1=O (centres undefined)
  A: 0	B: 2	C: -4	D: -18	E: 4	F: -20	G: 12	H: -6

Structure: O=C(Cc1ccc(NC(=O)C2CCN(C(=O)C3CCCC3)CC2)cc1)Nc1ccc(C(=O)N2CCOCC2)cc1
  A: nt	B: 2	C: nt	D: 10	E: 3	F: nt	G: nt	H: -6

Structure: CCOC(=O)CC(=O)N/N=C/c1c(N)n(C)c(=O)n(C)c1=O
  A: 9	B: -10	C: 14	D: 2	E: 9	F: 0	G: -5	H: -19

Structure: CC(C)C(=O)NS(=O)(=O)c1ccc(N)cc1
  A: 2	B: 2	C: -6	D: -11	E: -3	F: 6	G: 14	H: -11

Structure: O=C(O)c1ccc(Cn2cnc3cccnc32)cc1
  A: 3	B: 0	C: 3	D: -1	E: -8	F: 4	G: -10	H: 0

Structure: O=C(Nc1nc2ccc(S(=O)(=O)N3CCCC3)cc2s1)c1cccs1
  A: -7	B: -6	C: -13	D: 15	E: -9	F: 5	G: 5	H: -2

Structure: CCOC(=O)c1ccc(NC(=O)c2c(NCc3ccccc3)[nH]c(=O)[nH]c2=O)cc1
  A: 16	B: 7	C: -17	D: 15	E: nt	F: -10	G: 6	H: nt

Structure: CC(C)OP(=O)(OC(C)C)C(Nc1ccc(C(=O)O)cc1)c1ccccc1 (centres undefined)
  A: -3	B: 4	C: 12	D: 1	E: 3	F: 10	G: -2	H: 12

Structure: CCCCOc1ccc(C(=O)N/C(=C/c2cccc([N+](=O)[O-])c2)C(=O)O)cc1
  A: 6	B: -1	C: -4	D: 1	E: 0	F: -6	G: -23	H: -9

Structure: CC(CN1CCN(Cc2ccccc2)CC1)OC(=O)c1ccco1 (centres undefined)
  A: 3	B: 24	C: 0	D: -3	E: 0	F: 6	G: -3	H: 7

Structure: Cn1c(CCN2CCOCC2)nc2cc(NC(=O)c3cccs3)ccc21
  A: -12	B: -9	C: -7	D: -5	E: 1	F: -8	G: -11	H: 3

Structure: Nc1nc(NCCOCCO)nc(NCC2CCCO2)c1[N+](=O)[O-] (centres undefined)
  A: 10	B: -2	C: 2	D: -9	E: 7	F: -2	G: 22	H: -2

Structure: CCCn1nc(C(=O)Nc2ccc(S(=O)(=O)Nc3ncccn3)cc2)c2ccccc2c1=O
  A: 8	B: -9	C: 22	D: 6	E: -4	F: 17	G: 12	H: 1

Structure: O=C(CSc1nnc(-c2ccncc2)n1-c1ccc(Cl)cc1)N1CCOCC1
  A: -12	B: 3	C: -5	D: -10	E: -7	F: -2	G: 20	H: -9

Structure: O=C(CN(c1cccc(C(F)(F)F)c1)S(=O)(=O)c1ccccc1)N1CCOCC1
  A: 5	B: 2	C: 1	D: -3	E: -2	F: 2	G: 13	H: -10

Structure: Cc1ccc(S(=O)(=O)N2C[C@@H]3[C@H]4CC[C@H](C4)[C@@H]3[C@@H](C)[C@@H]2C2CCCCC2=O)cc1 (some centres undefined)
  A: nt	B: -8	C: 7	D: 20	E: 1	F: nt	G: nt	H: 0

Structure: COc1cccc(C(=O)Nc2cccc(C(C)=O)c2)c1
  A: -35	B: -25	C: -32	D: 9	E: -6	F: 0	G: -4	H: -8

Structure: N#CC(C#N)=C1C=CC=CN1/C(=C\c1ccco1)C(=O)c1ccc(Br)cc1
  A: nt	B: 16	C: nt	D: 104*	E: 103*	F: nt	G: nt	H: 77*

Structure: O=C(COc1ccccc1)NC1C(=O)N2C(C(=O)O)=C(Cl)CSC12 (centres undefined)
  A: -7	B: -6	C: -13	D: 2	E: -3	F: -8	G: 1	H: 2

Structure: Cc1nnc(SCc2cccc3ccccc23)n(N)c1=O
  A: -9	B: 2	C: -15	D: 1	E: -12	F: 10	G: 3	H: -7

Structure: Cn1c(=O)[nH]c(=O)c2c1nc(N1CCOCC1)n2CC(=O)c1ccccc1
  A: -6	B: 5	C: -1	D: -2	E: -2	F: -12	G: 9	H: 2

Structure: COc1cccc(C(=O)NC2=NCCS2)c1OC
  A: -41	B: -19	C: -14	D: 5	E: -2	F: 1	G: 4	H: -4

Structure: Cc1nc(N(C)Cc2ccccc2)c2c(C)c(C)sc2n1
  A: 1	B: 0	C: -5	D: 22	E: 2	F: 6	G: -12	H: 14

Structure: Cc1noc(C)c1S(=O)(=O)NCc1ccc(CN(C)C)cc1
  A: -1	B: -20	C: 13	D: 5	E: -1	F: 3	G: -8	H: -3

Structure: CC(OC(=O)c1ccccc1C(=O)N(C)C1CCCCC1)C(=O)NC1(C#N)CCCCC1 (centres undefined)
  A: -9	B: 2	C: -9	D: -3	E: 0	F: -10	G: 18	H: 2

Structure: CN1C=CC=C/C1=C(\C#N)c1nc2ccccc2[nH]1
  A: -8	B: 9	C: 13	D: 3	E: 7	F: -25	G: 5	H: -4

Structure: O=C(CSc1nccn1-c1ccccc1)c1ccc(Br)cc1
  A: -17	B: 10	C: -31	D: 19	E: -13	F: -14	G: 23	H: 9

Structure: CCCNC(=O)COc1coc(CN2CCN(c3ccccc3OC)CC2)cc1=O
  A: -2	B: 1	C: 3	D: 17	E: 0	F: 2	G: 13	H: 1

Structure: O=[N+]([O-])c1ccc(O)c(Nc2ncnc3ccc(Br)cc23)c1
  A: 0	B: 21	C: 5	D: 27	E: 7	F: -63	G: 28	H: 4

Structure: Cn1c(/C(C#N)=C(\O)c2ccc([N+](=O)[O-])cc2)nc2ccccc21
  A: 4	B: -12	C: -6	D: 17	E: 5	F: 0	G: 7	H: -2

Taken from the results shown for reference:
Screens by letter – A = Jurkat NFkB inh; B = Gli-Sufu antag; C = 697 NFkB inh; D = CCR6 antagonist; E = CXCR6 block; F = UBC13 inh; G = APJ antag; H = EBI2 block
Structure: Cn1c(=O)[nH]c(=O)c2c1nc(N1CCOCC1)n2CC(=O)c1ccccc1
  A: -6	B: 5	C: -1	D: -2	E: -2	F: -12	G: 9	H: 2

Structure: COc1cccc(C(=O)NC2=NCCS2)c1OC
  A: -41	B: -19	C: -14	D: 5	E: -2	F: 1	G: 4	H: -4

Structure: Cc1nc(N(C)Cc2ccccc2)c2c(C)c(C)sc2n1
  A: 1	B: 0	C: -5	D: 22	E: 2	F: 6	G: -12	H: 14

Structure: Cc1noc(C)c1S(=O)(=O)NCc1ccc(CN(C)C)cc1
  A: -1	B: -20	C: 13	D: 5	E: -1	F: 3	G: -8	H: -3

Structure: CC(OC(=O)c1ccccc1C(=O)N(C)C1CCCCC1)C(=O)NC1(C#N)CCCCC1 (centres undefined)
  A: -9	B: 2	C: -9	D: -3	E: 0	F: -10	G: 18	H: 2

Structure: CN1C=CC=C/C1=C(\C#N)c1nc2ccccc2[nH]1
  A: -8	B: 9	C: 13	D: 3	E: 7	F: -25	G: 5	H: -4

Structure: O=C(CSc1nccn1-c1ccccc1)c1ccc(Br)cc1
  A: -17	B: 10	C: -31	D: 19	E: -13	F: -14	G: 23	H: 9

Copied from the list.
697 NFkB inh, CN1C=CC=C/C1=C(\C#N)c1nc2ccccc2[nH]1 is entered as 13
EBI2 block, Cn1c(=O)[nH]c(=O)c2c1nc(N1CCOCC1)n2CC(=O)c1ccccc1 is entered as 2
Gli-Sufu antag, Cc1noc(C)c1S(=O)(=O)NCc1ccc(CN(C)C)cc1 is entered as -20

The listing continues:
Screens by letter – A = Jurkat NFkB inh; B = Gli-Sufu antag; C = 697 NFkB inh; D = CCR6 antagonist; E = CXCR6 block; F = UBC13 inh; G = APJ antag; H = EBI2 block
Structure: CCCOc1ccc(C2c3c(oc4ccccc4c3=O)C(=O)N2CCN(CC)CC)cc1OC (centres undefined)
  A: 2	B: -4	C: 22	D: -5	E: 4	F: 6	G: 7	H: -1

Structure: Cc1ccccc1NC(=S)NCC(c1cccnc1)N(C)C (centres undefined)
  A: -3	B: 4	C: 5	D: -8	E: 5	F: -5	G: -16	H: -5

Structure: O=C(NCc1ccc2c(c1)OCO2)c1cc(-c2ccccn2)nc2ccccc12
  A: -1	B: -3	C: -3	D: 9	E: 9	F: -23	G: -18	H: -9

Structure: CCCc1cc(C(=O)Nc2cccnc2Cl)no1
  A: -17	B: -11	C: 9	D: -6	E: 2	F: 3	G: -2	H: 4

Structure: CCOC(=O)Cn1nc(-c2ccc(F)cc2)cc(Cc2ccccc2)c1=O
  A: -3	B: 11	C: -8	D: 26	E: 13	F: 6	G: 13	H: 7

Structure: CC1=C(C(=O)OC2CCCCC2)C(c2cccs2)n2c(nc3ccccc32)N1 (centres undefined)
  A: 11	B: 14	C: 5	D: 4	E: 5	F: 4	G: -14	H: 11

Structure: CC(=O)N1c2ccc(S(=O)(=O)N3CCC(C(=O)Nc4cccc(Cl)c4)CC3)cc2CC1C (centres undefined)
  A: 30	B: 73*	C: -11	D: 25	E: -3	F: -2	G: 2	H: 22

Structure: Cc1ccc(S(=O)(=O)N2CCCCC2CCNC(=O)C(=O)NCc2ccccc2)cc1 (centres undefined)
  A: 63*	B: 6	C: -57	D: 4	E: 9	F: -1	G: -85	H: 3

Structure: Cc1ccc(S(=O)(=O)C2(C(=O)N(C)C3CCCCC3)CC2)cc1
  A: -4	B: -4	C: 7	D: 11	E: -7	F: -6	G: 10	H: -8

Structure: O=C(c1ccncc1)N1CCc2ccccc2C1
  A: 1	B: 5	C: -4	D: -2	E: -4	F: 3	G: 4	H: -6

Structure: CCOC(=O)C1CCN(C(=O)CSCc2nc(-c3ccc(OCC)cc3)oc2C)CC1
  A: 14	B: 0	C: -16	D: 10	E: -6	F: 0	G: 5	H: -6

Structure: O=C(NNC(=O)c1ccc2ccccc2c1O)c1ccccc1Cl
  A: 4	B: -1	C: -3	D: 15	E: 2	F: -14	G: -18	H: -4

Structure: S=C(NCc1ccco1)N1CCN(c2ccccn2)CC1
  A: 0	B: 9	C: -2	D: -9	E: -1	F: 5	G: -13	H: 9

Structure: CCN1CCN(c2ccc(S(=O)(=O)N3CCCCC3)cc2NC(=O)c2cc3ccccc3o2)CC1
  A: 4	B: 36	C: -22	D: 20	E: 15	F: 6	G: 4	H: 7

Structure: COc1ccccc1N(CC(=O)NC(C)(C)C)C(=O)C1CSC(=O)C1 (centres undefined)
  A: 7	B: 17	C: 1	D: 14	E: 3	F: -14	G: -8	H: -9

Structure: O=[N+]([O-])c1ccc(O)c(/C=N\N=C2c3ccccc3-c3ccccc32)c1
  A: 10	B: 8	C: -4	D: 56*	E: 23	F: -39	G: 26	H: -4

Structure: CSc1nc(O)cc(=O)n1-c1ccc(F)cc1
  A: 1	B: 8	C: 16	D: 0	E: -3	F: 2	G: 3	H: 0

Structure: Cc1cc(NC(=O)CSc2ccc(Cl)cc2)no1
  A: -34	B: 0	C: 14	D: 2	E: -2	F: 0	G: 8	H: 19

Structure: CC(C)(C)NC(=O)C(c1ccc(F)cc1)N(CC1CCCO1)C(=O)CCC(=O)Nc1ccccn1 (centres undefined)
  A: 7	B: 0	C: 11	D: 1	E: -11	F: 3	G: 12	H: -7

Structure: Cc1ccc(COCCN2CCN(S(=O)(=O)c3ccccc3)CCC2=O)cc1
  A: 7	B: -5	C: 11	D: 14	E: -3	F: 12	G: 7	H: -2

Structure: CCSc1nnc(-c2cc(Br)ccc2NC(C)=O)c(=O)[nH]1
  A: 0	B: -17	C: 11	D: 8	E: 2	F: 16	G: -8	H: -4

Structure: C=C(C)CCC1(C)NC(=O)N(c2ccccc2)N1 (centres undefined)
  A: 9	B: -24	C: 15	D: 2	E: -10	F: -1	G: 6	H: 2

Structure: Cc1nnc(-c2ccc(Oc3ccc(Cl)cc3)c([N+](=O)[O-])c2)o1
  A: -15	B: -8	C: -44	D: -4	E: -6	F: -24	G: -2	H: 10

Structure: NC(=O)C1C(=O)c2ccccc2C1(C[N+](=O)[O-])c1ccccc1 (centres undefined)
  A: nt	B: -42	C: nt	D: -15	E: 2	F: nt	G: nt	H: -7

Structure: Cc1cccc(-c2noc(-c3ccc(F)cc3)n2)c1
  A: -124	B: nt	C: -179	D: 5	E: 7	F: 2	G: 7	H: -2

Structure: CC(C)Cn1c(=O)c2c(nc3n2CCS3)n(C)c1=O
  A: -17	B: 2	C: -27	D: 3	E: -10	F: -16	G: -10	H: -5
